Assay outcomes deposited in PubChem by several laboratories.
GASC-1 inh = inhibitors of GASC-1 histone demethylase, primary screen, biochemical, fluorescence, DELFIA europium; inhibition, % at 2.35 µM; AID 2099, 2009; GST-JMJD2C(1-420) H3K9me3 demethylation; Lysine-specific demethylase 4C (Homo sapiens), Q9H3R0; actives 0.069% (n = 330,000);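 active = more than half of a compound's replicate wells show inhibition beyond 50%, single wells judged on their own value; inconclusive = some, but no more than half, of replicates pass 50% inhibition; inactive = no replicate passes 50% inhibition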;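 note: signal counts dimethyl H3K9 product captured on neutravidin plate; 0% = median of DMSO wells and 100% = 0.3 times that DMSO median; strong numbers were not always called active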
Target sequence (Q9H3R0 1-420 limits assumed): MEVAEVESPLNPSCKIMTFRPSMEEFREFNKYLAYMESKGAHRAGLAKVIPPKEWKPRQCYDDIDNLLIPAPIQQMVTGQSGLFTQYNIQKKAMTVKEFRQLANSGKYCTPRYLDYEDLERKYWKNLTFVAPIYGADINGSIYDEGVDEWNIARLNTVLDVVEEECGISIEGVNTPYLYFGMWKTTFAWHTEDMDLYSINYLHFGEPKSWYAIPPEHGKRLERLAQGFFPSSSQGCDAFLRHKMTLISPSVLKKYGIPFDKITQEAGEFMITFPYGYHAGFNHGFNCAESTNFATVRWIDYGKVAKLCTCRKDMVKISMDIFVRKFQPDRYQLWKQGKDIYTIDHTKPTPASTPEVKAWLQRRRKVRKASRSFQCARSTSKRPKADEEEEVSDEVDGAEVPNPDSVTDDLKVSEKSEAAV
TPT1 inhibitor = Candida albicans TPT1 enzyme inhibitors, primary screen, biochemical, fluorescence polarization; tRNA 2'-phosphotransferase TPT1 (Candida albicans SC5314); recombinant caTPT1, FP RNA substrate dephosphorylation; actives 0.81% (n = 300,000); AID 1962, 2009; inhibition, % at 5 µM;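 active = inhibition above the mean of all tested compounds plus 3 SD, set per screening campaign, cut at about 24% in these data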;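 note: plate controls were DMSO alone for no effect and ferristatin control at 100 nM for full effect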
PP5 inh = PP5 phosphatase inhibitors, primary screen, biochemical, fluorescence; actives 0.18% (n = 320,000); inhibition, % at 6.7 µM; purified PP5c, OMFP substrate fluorescence; Serine/threonine-protein phosphatase 5 (Homo sapiens), P53041;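 active = inhibition above the campaign's mean inhibition across all tested compounds plus 3 SD, cut at about 9.5% in these data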;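 note: 0% = DMSO only and 100% = 100 µM cantharidin control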
CTSL1 counter = Fasciola hepatica cathepsin L1 inhibitors, primary screen, counter-screen for PFM18AAP inhibitor project, biochemical, QFRET, fluorogenic peptide substrate | recombinant F. hepatica cathepsin L1, Z-Leu-Arg-MCA fluorescence | inhibition, % at 5.96 µM | actives 0.49% (n = 300,000) | AID 1906, 2009;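 active = inhibition above the mean of all tested compounds plus 3 SD, set per screening campaign, cut at about 17% in these data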;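 note: 0% = plate median of test compound wells and 100% = 1 µM Z-Phe-Ala-diazomethylketone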
EBNA-1 inh = EBNA-1 DNA-binding inhibitors, primary screen, biochemical, fluorescence polarization; inhibition, % at 14.8 µM; actives 0.34% (n = 300,000); AID 1950, 2009; in the data active = inhibition above about 28%
Yeast superoxide = reduction of superoxide in aged yeast, primary screen, HTS | S. cerevisiae aged cells, superoxide DHE fluorescence; stronger effect = lower value | superoxide response (% of plate mean), % at 10 µM | actives 0.18% (n = 330,000);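 active = superoxide response under a set limit, about three screen SD below normal, cut at about 65% in these data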;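 note: yeast aged for seven days with compound at 30 °C before DHE staining; 100% = average MFI of all compound-treated wells on the plate with controls excluded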
core dimer inh = inhibitors of HCV core protein dimerization, primary screen, biochemical, TR-FRET, high-throughput; inhibition, % at 5 µM; TR-FRET GST/Flag-core106 dimerization, 1536-well; actives 0.33% (n = 300,000);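 active = inhibition above the mean of all tested compounds plus 3 SD, set per screening campaign, cut at about 45% in these data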
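Material: GST/Flag-tagged HCV core106 proteins. Incubation: 4 h, 22.5 °C incubation. Read-out basis: inhibition (%) from 671 over 617 nm ratio. Measured by: TR-FRET, excitation 340 nm, emission 617 and 671 nm.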
ZTA counter = counter-screen for EBNA-1 inhibitors: inhibitors of Epstein-Barr virus ZTA | ZTA-DNA binding, fluorescence polarization | P03206 | inhibition, % at 11 µM | actives 0.15% (n = 320,000); in the data active = inhibition above about 33%
Target sequence (P03206 whole entry, looked up): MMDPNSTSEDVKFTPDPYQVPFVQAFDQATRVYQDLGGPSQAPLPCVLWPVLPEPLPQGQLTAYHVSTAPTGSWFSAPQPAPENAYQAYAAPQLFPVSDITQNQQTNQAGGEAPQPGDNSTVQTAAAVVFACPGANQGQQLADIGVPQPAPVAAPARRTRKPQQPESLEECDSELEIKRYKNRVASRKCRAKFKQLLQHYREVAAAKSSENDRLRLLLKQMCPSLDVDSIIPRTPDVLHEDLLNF
PP1 counter = PP1-alpha phosphatase inhibitors, primary screen, counter-screen for PP5 inhibitor project, biochemical, fluorescence, OMFP substrate, single point. purified PP1alpha. inhibition, % at 6.7 µM. actives 0.9% (n = 320,000);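 active = inhibition above the mean inhibition of all tested compounds plus 3 SD, computed separately for each screening campaign, cut at about 15% in these data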
Target sequence (P62136 whole entry, looked up): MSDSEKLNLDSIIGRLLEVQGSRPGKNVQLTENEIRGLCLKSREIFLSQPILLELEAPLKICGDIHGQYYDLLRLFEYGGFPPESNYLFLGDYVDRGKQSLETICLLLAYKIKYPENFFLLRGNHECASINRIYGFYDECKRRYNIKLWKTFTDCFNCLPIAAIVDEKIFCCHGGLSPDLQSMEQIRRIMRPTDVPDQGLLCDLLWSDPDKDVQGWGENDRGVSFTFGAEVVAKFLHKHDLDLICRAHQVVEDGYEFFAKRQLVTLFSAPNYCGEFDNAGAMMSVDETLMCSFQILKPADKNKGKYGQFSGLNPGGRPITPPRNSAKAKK
Active calls of the source: *; i = inactive; ? = inconclusive; . = no result given; & = joins results of further samples.

SMILES	GASC-1 inh	TPT1 inhibitor	PP5 inh	CTSL1 counter	EBNA-1 inh	Yeast superoxide	core dimer inh	ZTA counter	PP1 counter
COCCn1cnc2c1c(=O)n(Cc1ccc(C#N)cc1)c(=O)n2Cc1ccccc1	-15	-1	3.7	1	0	105	-1	-5	2
Cc1coc2cc3oc(=O)c(CCC(=O)NCCN4CCOCC4)c(C)c3cc12	8	-1	0.2	0	9	88	3	23	1
O=C(NNC1CC(=O)N(c2ccccc2)C1=O)c1cccnc1 (configuration not stated)	-11	-1	1.9	0	2	96	12	14	-2
C=CCN1C=C2C(=O)C(C)(OC(=O)C3CCCC3)C(=O)C(c3ccccc3)=C2C=C1CCCC(=O)OC (configuration not stated)	7	-3	2.9	-5	9	99	-1	-1	0
CC(C)NC(=S)NCc1cccs1	8	-1	-2.2	0	7	106	1	8	-3
Cc1cc(C)c2c(NC(=O)CCl)nn(C)c2n1	27	-4	2.9	13	2	91	2	2	1
CCc1nc(N2CCN(C(=S)NCCCOC)CC2)c2c3c(sc2n1)CCCC3	-1	-4	2.5	2	12	107	-8	-14	3
O=C(Nc1cccc2cccc(NC(=O)c3ccco3)c12)c1ccco1	-2	-1	0.2	1	-3	96	48*	13	2
O=c1c2c3c(sc2n2cnnc2n1-c1ccccc1)N(Cc1ccccc1)CCC3	0	0	0.9	-3	-3	104	12	-3	3
O=C1Nc2ccccc2CCC1Sc1nnc(-c2ccc(Cl)cc2)s1 (configuration not stated)	10	-1	-1.8	4	-8	87	21	4	1
O=C(CN1C(=O)C2CC=CCC2C1=O)NC1=NCCS1 (configuration not stated)	-5	-2	-1.2	-1	-5	92	-2	-1	-2
CSCCC1NC(=O)N(CC(=O)Nc2ccc(Br)cc2Br)C1=O (configuration not stated)	9	5	-1.8	-5	1	101	-2	-9	1
NC(=O)Cc1ccc2c(c1)[nH]c1ccccc12	-6	0	2.7	-3	-13	41*	-14	1	-5
Cn1c(CCN2CCCC2)nc2cc(NS(=O)(=O)c3ccccc3)ccc21	18	4	2.5	-2	-10	91	6	-4	5
CCn1c2ccccc2c2cc(/C=N/NC(=O)c3ccncc3)ccc21	5	0	3.8	1	-9	87	4	-11	4
CCc1nc(N2CCCCC2C(=O)O)c2oc3ccccc3c2n1 (configuration not stated)	-2	-1	-1.4	-3	8	99	4	10	0
Cc1ccc(NC(=S)NCc2cccnc2)cc1	-12	0	0.5	-1	6	96	-4	10	1
C=CCn1c(SCC(N)=O)nnc1-c1cc2c(s1)CCC(CC)C2 (configuration not stated)	2	1	1.2	3	-14	103	-4	6	-1
CCOC(=O)NC(NS(=O)(=O)c1ccccc1)(C(=O)OCC)C(F)(F)F (configuration not stated)	-3	-2	-0.9	0	2	115	2	3	-4
O=C(Cn1ccc(NC(=O)OCc2ccccc2)nc1=O)NCCc1ccccn1	-1	.	-0.2	.	.	99	.	-9	-3
CCOc1ccc(NCC(=O)N/N=C/C=C/c2ccccc2)cc1	-4	0	-1.5	5	-8	153	21	13	8
N/C(=N\OC(=O)CCC1CCCC1)c1ccccn1	7	-3	0.0	-9	-1	84	0	7	0
CC[N+](CC)(CC(=O)Nc1c(C)cccc1C)Cc1ccccc1	.	0	1.7	1	9	90	-4	6	-1
O=c1[nH]c(N2CCOCC2)cc2ccccc12	-4	-1	-3.0	56*	-3	113	-14	4	-1
Cc1cc(C)c(S(=O)(=O)N(CC(=O)O)C2CCCCC2)c(C)c1	-9	-3	-3.0	1	9	104	8	19	3
COc1ccc(-c2cn(-c3ccc(C)cc3)c(=O)n2CC(=O)Nc2ccc(OC)c(OC)c2)cc1	72	-1	2.7	-1	5	96	19	-13	-2
CC1CCCC(C)N1C(=O)Nc1cccc(Cl)c1 (configuration not stated)	-7	-1	1.1	-3	-11	105	-1	6	-2
Cc1nc2sc(C(c3ccccc3)N3CCN(CCO)CC3)c(O)n2n1 (configuration not stated)	i	0	2.3	2	-2	100	-7	6	2
COc1ccc(C2N(c3ccc(C)cc3)CCN2c2ccc(C)cc2)cc1O	13	-2	2.9	1	-5	99	4	-2	-1
CCOc1ccc(NC(=O)CSc2ccc(-c3cccnc3)nn2)cc1	-2	-1	2.7	-2	-4	109	-4	-11	5
CCn1c(Nc2ccccc2Cl)nc2ccccc21	18	-4	2.8	6	1	94	3	1	-1
N#Cc1c(NC(=O)Cn2nc(C(F)(F)F)c3c2CCCC3)sc2c1CCC2	-3	-1	0.2	-4	7	88	-4	0	1
O=C(NNC(=O)c1ccccc1F)c1ccc(-n2cncn2)c([N+](=O)[O-])c1	24	-1	-1.9	4	0	92	-15	9	-5
CCCn1c(=O)c(C(=O)Nc2ccccc2C(=O)OCC)c(O)c2ccccc21	-6	1	1.3	-1	0	103	2	-17	-2
Cc1ncc([N+](=O)[O-])n1CC(=O)Nc1ccccc1F	-2	-1	-0.4	2	4	97	8	13	-1
O=C(c1ccc2c(c1)OCO2)N(c1ccccc1)C1C=CS(=O)(=O)C1 (configuration not stated)	17	2	-2.4	5	11	91	0	6	1
COC(=O)c1cc(C(=O)Nc2nnc(CC(C)C)s2)cc([N+](=O)[O-])c1	26	7	-0.4	0	-3	88	5	-5	-2
CN1CCN(c2ccc(Cl)cc2NC(=O)c2cc(=O)[nH]c3ccccc23)CC1	-8	.	-0.3	.	.	114	.	10	-4
O=C(NC1CCCC1)c1cnc2n(c1=O)CCS2	13	1	-1.2	-3	0	114	-7	-5	-4
CCCCN1C[C@H](Cc2ccccc2)[C@@H](CC(=O)NCc2ccc(OC)cc2)C1=O	-9	-1	4.2	3	6	112	4	-22	-1
Cc1ccc(O)c(NC(=O)C2=CC(c3cccs3)=NS(=O)(=O)N2C)c1	3	0	1.3	4	6	92	0	3	-2
Cc1ccc(-c2nnc(SCC(=O)N3CCOCC3)nc2-c2ccc(C)cc2)cc1	25	5	3.4	-1	0	106	9	0	-3
O=C(COC(=O)Cc1ccsc1)NCc1ccccc1	3	1	3.5	-9	6	101	-7	2	1
CC(C)(C)OC(=O)NCCCC[C@@H](C(=O)NCCCCCCCCCCC(=O)N1CCN(C(=O)OC(C)(C)C)CC1)n1cc(CCCC(=O)O)nn1	8	-4	4.5	5	17	108	10	4	0
Cc1c(S(=O)(=O)N2CC(C)CC(C)C2)c(=O)n(C)c(=O)n1C (configuration not stated)	-6	0	-2.2	-3	4	93	3	-2	-4
COc1ccccc1NC(=S)N1CCCCCC1	-2	-3	-2.1	2	-5	103	4	2	-2
COc1ccc(C(=O)C2CCCN(C(=O)c3cc(C)nc(C)n3)C2)cc1OC (configuration not stated)	32	0	-1.2	0	-1	110	0	7	-6
Nc1nc(SCC(=O)c2cc3ccccc3o2)n[nH]1	2	1	-1.8	-1	-1	112	8	0	-2
COc1cc2[nH]c(=S)n(C3CCN(Cc4ccccc4)CC3)c(=O)c2cc1OC	-7	-5	0.8	4	-2	94	-5	-20	-1
Cc1ccc(-c2nnn(CC(=O)N(Cc3cccs3)C(C(=O)NC(C)(C)C)c3ccc(C)o3)n2)o1 (configuration not stated)	0&0	-2	-0.9	-1	9	97	4	13	0
COCc1nnc(NC(=O)c2ccc(S(=O)(=O)N(CC(C)C)CC(C)C)cc2)o1	5	-3	1.6	1	-1	99	2	-1	10
CCCCC(=O)N1CCCC(C(=O)OCC)C1 (configuration not stated)	-2	0	-1.6	-1	6	100	3	0	-5
Cn1c(=O)c2[nH]c(N3CCN(c4ccccn4)CC3)nc2n(C)c1=O	-1	-2	2.1	-3	0	100	4	-1	-6
CN1CCNC(=O)C1CC(=O)O (configuration not stated)	-3	-2	2.7	0	2	140	1	-5	-4
Cc1ccc(-c2csc(N(CCCN(C)C)C(=O)c3ccco3)n2)cc1	-3	-1	0.7	2	-1	74	-4	-5	-2
CCOCC(=O)Nc1ccc(F)c(F)c1	21	-4	3.8	-1	-13	106	-4	-8	-1
O=C(c1cc2n(n1)C(C(F)(F)F)CC(c1ccco1)N2)N1CCc2ccccc2C1 (configuration not stated)	8	1	2.5	8	3	94	18	17	2
CN(CC(=O)Nc1ccccc1Cl)C(=O)COC(=O)/C=C/c1ccc(C(F)(F)F)cc1	11	1	4.5	-1	-3	97	2	-15	-3
Cc1ccc(CN2CCN(CC3CC4C=CC3C4)CC2)cc1 (configuration not stated)	11	-7	0.4	-2	-3	95	-1	-7	7
CCN(CC)CCN1C(=O)C(O)=C(C(=O)c2ccco2)C1c1ccccn1 (configuration not stated)	?	-4	-0.6	-3	1	96	-3	1	-7
(more compounds)
SMILES	GASC-1 inh	TPT1 inhibitor	PP5 inh	CTSL1 counter	EBNA-1 inh	Yeast superoxide	core dimer inh	ZTA counter	PP1 counter
Cc1cc(C(=O)N2CCN(Cc3ccccc3)CC2)ccc1[N+](=O)[O-]	-22	-1	2.2	0	-10	99	2	-7	3
CCOC(=O)C(C)Oc1ccccc1C1NC(=O)NC(C)=C1C(=O)Nc1ccc(C)c(C)c1 (configuration not stated)	-13	1	4.4	-3	-24	108	0	-6	-3
O=c1ccc(-c2ccccc2)nn1Cc1ccc(Cl)cc1	-1	4	5.0	1	4	101	0	-7	5
CCN(CC)C(=O)/C=C/c1ccccc1	0	.	1.7	.	.	123	.	11	1
O=C(Nc1cccc2ccccc12)NC(Cc1ccccc1)C(=O)O (configuration not stated)	9	0	-1.2	-1	4	108	3	5	-4
N#Cc1cccc(CN2CCC(=O)N(CCO)CC2)c1	-2	-1	-1.9	-2	0	94	-9	4	-1
Cc1ccc(Nc2c(-c3ccc(N(C)C)cc3)nc3ncccn23)cc1	-4	11	-2.1	-2	-6	103	-8	-2	-3
CC(C)N(C(=O)COC(=O)[C@H](C)NC(=O)c1ccco1)c1ccccc1	-1	0	0.6	6	-8	98	-3	-10	-5
CCCNC(=O)NNC(=O)c1cc(-c2ccc3c(c2)OCO3)nc2ccccc12	3	-5	4.1	5	-3	97	-11	-2	1
CC(C)C[C@H]1COCCS(=O)(=O)N1Cc1cccc(C(F)(F)F)c1	3	1	-7.4	5	2	106	-22	-7	0
CC(=O)n1nc(-c2ccco2)nc1SCc1ccccc1	6	4	1.6	-3	12	92	1	-6	0
Cc1cc(C)cc(NC(=O)c2ccc(Cn3nc(C)c(Cl)c3C)o2)c1	1	3	4.9	-4	3	80	2	3	5
CCn1ncc(C2=NOC(C(=O)N3CCC(C(N)=O)CC3)C2)c1C (configuration not stated)	-2	-1	0.8	0	-7	98	-1	1	-8
O=C(Nc1cccnc1)c1ccc(Cl)c(S(=O)(=O)N2CCCC2)c1	-12	4	2.1	-2	-2	93	-1	15	38*

Reprinted at random: 4 compounds from above
SMILES	GASC-1 inh	TPT1 inhibitor	PP5 inh	CTSL1 counter	EBNA-1 inh	Yeast superoxide	core dimer inh	ZTA counter	PP1 counter
CCCNC(=O)NNC(=O)c1cc(-c2ccc3c(c2)OCO3)nc2ccccc12	3	-5	4.1	5	-3	97	-11	-2	1
N#Cc1cccc(CN2CCC(=O)N(CCO)CC2)c1	-2	-1	-1.9	-2	0	94	-9	4	-1
O=C(Nc1cccnc1)c1ccc(Cl)c(S(=O)(=O)N2CCCC2)c1	-12	4	2.1	-2	-2	93	-1	15	38*
CC(=O)n1nc(-c2ccco2)nc1SCc1ccccc1	6	4	1.6	-3	12	92	1	-6	0
